DNA FID counter – compounds displacing fluorescent DNA intercalator, primary screen, artefact control for HCV NS3 helicase inhibitor project, biochemical, FID fluorescence | actives 0.17% (n = 290,000) | AID 1845, 2009 | DNA fluorescent intercalator displacement | inhibition, % at 7.9 µM; in the data active = inhibition above about 37%;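 note: 0% = vehicle and 100% = reference compound; higher means more ethidium bromide displaced from hairpin DNA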
PHOSPHO1 block – PubChem AID 1565 | Phosphoethanolamine/phosphocholine phosphatase (Homo sapiens), Q8TCT1 | recombinant PHOSPHO1, absorbance phosphatase assay | inhibition, % at 13.3 µM | actives 1.1% (n = 290,000); in the data active = inhibition above about 60%
Target sequence (Q8TCT1 whole entry, looked up): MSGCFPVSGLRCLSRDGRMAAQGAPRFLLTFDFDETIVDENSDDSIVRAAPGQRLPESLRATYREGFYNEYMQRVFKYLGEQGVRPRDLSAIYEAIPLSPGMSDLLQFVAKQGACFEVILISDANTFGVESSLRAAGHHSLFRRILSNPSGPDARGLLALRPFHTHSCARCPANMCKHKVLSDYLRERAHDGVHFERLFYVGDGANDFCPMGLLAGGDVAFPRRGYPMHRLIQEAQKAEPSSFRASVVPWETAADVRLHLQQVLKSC
MEKK2wt PB1 HTS – modulators of MEK5 binding to wildtype MEKK2, primary screen, biochemical, multiplex bead flow cytometry, Alexa488-MEK5; AID 1531, 2009; Mitogen-activated protein kinase kinase kinase 2 (Homo sapiens), Q9Y2U5; actives 1.1% (n = 290,000); Alexa488-MEK5 binding to MEKK2 WT; actives lie on both sides; binding response (% of control), % at 10 µM; in the data active = binding response below about 67% or above about 130%
MEKK2mut PB1 HTS – MEK5 binding signal on mutant MEKK2 PB1, primary screen, biochemical, multiplex bead flow cytometry, Alexa488-MEK5 | Alexa488-MEK5 binding to MEKK2 mutant | percent response, % at 10 µM | actives 0.35% (n = 290,000) | AID 1530, 2009; in the data active = percent response above about 24%, passing the limit was not always enough; note: inactives centre near 1; some results filed as inactive read as strong as hits; reference of the scale not given here
OXTR ag – human OXTR agonists, primary screen, fluorescence, CHO-OTR cells, Fluo-8 calcium | Oxytocin receptor (Homo sapiens), P30559 | Fluo-8 calcium fluorescence; normalized: DMSO 0%, oxytocin 100% | AID 2435, 2010 | actives 0.32% (n = 320,000) | activation, % at 3 µM;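 active = activation above the mean of all tested compounds plus 3 SD, cutoff set per screening run, cut at about 20% in these data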;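 note: peak over basal fluorescence ratio from a 100 s FLIPR kinetic read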
M18AAP inhibitor – PfM18AAP inhibitors, malaria aminopeptidase, primary screen, biochemical, QFRET, recombinant enzyme | M18 aspartyl aminopeptidase (Plasmodium falciparum 3D7) | H-Glu-NHMec fluorogenic cleavage | inhibition, % at 7.35 µM | actives 1.2% (n = 290,000) | AID 1822, 2009;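 active = inhibition above the campaign mean inhibition over all tested compounds plus 3 SD, cut at about 28% in these data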;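 note: 0% = plate median of test compound wells and 100% = 2 mM ZnCl2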
GPR7 antag – GPR7 receptor antagonists, primary screen, cell-based, fluorescence, single concentration | AID 1861, 2009 | Neuropeptides B/W receptor type 1 (Homo sapiens), P48145 | GPR7-expressing cells, fluorescence antagonist assay | actives 1.1% (n = 290,000) | inhibition, % at 4.4 µM; in the data active = inhibition above about 16%, passing the limit was not always enough;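 note: cells stimulated with the agonist NPW; 0% = agonist with vehicle and 100% = vehicle without agonist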
NALP1 inh – NALP1 inflammasome inhibitors in reconstituted yeast, colorimetric, S. cerevisiae, triplicate retest | S. cerevisiae NALP1/ASC/caspase-1 growth, X-gal OD620, 72 h | inhibition, % at 10 µM | actives 0.61% (n = 280,000) | AID 2071, 2009; in the data active = inhibition mostly above about 24%, no sharp cut-off; inactive = mostly below about 32%; note: some compounds called inactive have numbers as strong as hits
MEKK3 PB1 HTS – modulators of MEKK3-MEK5 PB1 binding, primary screen, biochemical, wildtype MEKK3, multiplex bead flow cytometry, Alexa488-MEK5. actives 1.4% (n = 290,000). binding response (% of control), % at 10 µM. Mitogen-activated protein kinase kinase kinase 3 (Homo sapiens), Q99759. AID 1529, 2009. bead-based flow cytometry, Alexa488-MEK5 binding to MEKK3; actives lie on both sides; 0 = blocked by unlabeled MEK5, 100 = vehicle;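 active = binding response more than 3 SD above or below the average of its plate-row segment, actives on both sides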;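 note: Alexa488 bead fluorescence after subtracting the streptavidin-only scavenger bead signal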
Target sequence (Q99759 whole entry, looked up): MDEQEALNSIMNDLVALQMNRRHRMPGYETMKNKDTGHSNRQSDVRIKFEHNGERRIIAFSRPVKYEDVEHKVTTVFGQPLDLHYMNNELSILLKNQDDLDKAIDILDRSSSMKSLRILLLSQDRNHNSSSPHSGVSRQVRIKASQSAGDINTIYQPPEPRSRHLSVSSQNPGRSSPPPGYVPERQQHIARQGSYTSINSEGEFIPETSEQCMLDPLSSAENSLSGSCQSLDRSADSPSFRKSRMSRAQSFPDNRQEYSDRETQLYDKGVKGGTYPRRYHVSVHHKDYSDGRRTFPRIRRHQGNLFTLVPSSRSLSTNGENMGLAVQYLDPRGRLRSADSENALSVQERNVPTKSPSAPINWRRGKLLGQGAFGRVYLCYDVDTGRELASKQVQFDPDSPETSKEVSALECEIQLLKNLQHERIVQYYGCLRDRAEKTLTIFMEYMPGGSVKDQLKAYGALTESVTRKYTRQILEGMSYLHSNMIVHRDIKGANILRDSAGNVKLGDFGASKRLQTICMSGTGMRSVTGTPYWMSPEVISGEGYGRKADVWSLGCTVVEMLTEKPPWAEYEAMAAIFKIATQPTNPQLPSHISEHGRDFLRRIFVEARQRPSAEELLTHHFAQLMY
Starred values were filed as active, the others as inactive; · = not tested or not shown; [ ] = remark or other dose.

SMILES | DNA FID counter | PHOSPHO1 block | MEKK2wt PB1 HTS | MEKK2mut PB1 HTS | OXTR ag | M18AAP inhibitor | GPR7 antag | NALP1 inh | MEKK3 PB1 HTS
Cc1nn(-c2ccccc2)c(C)c1N | -1 | 13 | 91 | -3 | -0.2 | -6 | 1 | -4 | 87
CCN1CCN(C(=O)/C(C#N)=C/c2ccc(OC(F)F)cc2)CC1 | -6 | -7 | 92 | -11 | 0.6 | 3 | -10 | 14 | 98
Cc1ccc(NC(=O)Cn2ncc3c([nH]c4ccccc43)c2=O)cc1Cl | 1 | 63* | 90 | 0 | 0.1 | 1 | -11 | 5 | 91
CN(CCNC(=O)C1CC(=O)N(c2ccc(F)c(Cl)c2)C1)Cc1ccccc1 (stereo unspecified) | 17 | 37 | 100 | -3 | 4.5 | -7 | -6 | 7 | 90
O=C(c1ccc(S(=O)(=O)Cc2cc(F)ccc2F)c([N+](=O)[O-])c1)N1CCCCC1 | 0 | -60 | 90 | -2 | 3.7 | -2 | -10 | 6 | 92
COc1cccc(OC)c1C(=O)N1CCN(Cc2ccccc2C)CC1 | -10 | 18 | 102 | 4 | -0.5 | 5 | -7 | 9 | 106
COc1ccc(S(=O)(=O)NC2CCCC2)c(OC)c1 | -6 | · | 104 | 7 | 0.7 | -5 | 12 | 6 | 103
COc1ccc(C(O)(CCN2CCOCC2)c2ccccc2)cc1 (stereo unspecified) | -6 | 24 | 99 | 1 | 0.7 | 3 | 1 | 23 | 100
Cc1cccc(Sc2c([N+](=O)[O-])ncn2C)c1 | 0 | 0 | 100 | 0 | 1.0 | 0 | -3 | -12 | 100
O=C(NC(c1ccccc1)c1ccccc1)C1(c2cccs2)CCOCC1 | -32 | 24 | 99 | 0 | -2.1 | -4 | 14 | 25 | 116
CCCN(CCO)CCCc1ccccc1 | 2 | 4 | 104 | 3 | 0.0 | 23 | 10 | 17 | 103
CCOc1cc(C(c2c(C)[nH][nH]c2=O)c2c(C)[nH][nH]c2=O)ccc1OS(=O)(=O)c1ccc(C)cc1 | -16 | 40 | 101 | 2 | -0.3 | 5 | -1 | 19 | 104
O=C(CCc1nc2ccccc2c(=O)[nH]1)Nc1ccc(F)c([N+](=O)[O-])c1 | -17 | -20 | 82 | -8 | 1.0 | 4 | -1 | 10 | 96
O=[N+]([O-])c1cc(-c2ccc(/C=N/c3nc4ccccn4c3-c3ccco3)o2)ccc1Cl | 0 | 21 | 95 | 0 | 1.9 | 16 | 0 | 16 | 100
CCOc1ccccc1NC(=O)COC(=O)CC(NC(N)=O)c1ccc(Cl)cc1 (stereo unspecified) | -21 | -14 | 92 | -5 | 0.8 | -5 | -2 | 3 | 96
O=C(/C=C/c1c(Cl)cccc1Cl)NCCc1ccccc1 | -8 | -5 | 96 | 0 | -0.8 | 1 | -8 | 4 | 100
CCOC(=O)c1sc(NC(=O)CSc2nnc(-c3ccc(OC)cc3)n2CCOC)nc1C | -15 | -10 | 96 | -2 | -0.3 | -7 | -10 | -6 | 101
c1ccc(-n2cc(CNCCc3cscn3)c(-c3ccc4c(c3)OCO4)n2)cc1 | 17 | 56 | 98 | -9 | 3.0 | -10 | 13 | 32* | 98
CCc1ccc(NC(=O)CSc2nc3ccsc3c(=O)n2CCC(=O)O)cc1 | -34 | 28 | 95 | -2 | 0.0 | -6 | -8 | -1 | 99
COc1cc(C(=O)NCC(C)(C)CNC(=O)c2cc(OC)c(OC)c(OC)c2)cc(OC)c1OC | -47 | 29 | 106 | 5 | -0.7 | 2 | -19 | 5 | 104
Cc1ccc(-c2cc(C(F)(F)F)c(C#N)c(=O)[nH]2)cc1 | -10 | -18 | 101 | 2 | 0.5 | 7 | -3 | 18 | 108
O=C(NN1C(=O)C2C3C=CC(C4CC34)C2C1=O)c1ccccc1Cl (stereo unspecified) | -2 | -2 | 99 | -4 | 0.5 | -6 | 2 | 32 | 93
COc1ccccc1C(=O)Nc1nc(-c2cccs2)c(NC(C)=O)s1 | -5 | 19 | 95 | 0 | -1.4 | -7 | -17 | 23 | 100
COc1ccc(NC(=O)Nc2nnc(Cc3ccc(F)cc3)s2)cc1 | -13 | 9 | 106 | 3 | · | 3 | -15 | -12 | 105
COc1ccc(Cc2nc3ccc(C(=O)NCCn4cccn4)cc3o2)cc1 | -36 | 28 | 105 | 3 | -0.1 | 1 | -8 | 12 | 101

Additional compounds follow:
SMILES | DNA FID counter | PHOSPHO1 block | MEKK2wt PB1 HTS | MEKK2mut PB1 HTS | OXTR ag | M18AAP inhibitor | GPR7 antag | NALP1 inh | MEKK3 PB1 HTS
COc1ccc(O[C@H]2C=C[C@@H](c3ccccc3)O[C@@H]2COC(=O)CC/C(C)=N/O[C@@H](C)c2cc(-c3c(C)cc(C)cc3C)no2)cc1 | -10 | -21 | 92 | -5 | · | 0 | 18 | 32 | 96
Cc1cc(-c2nc(C)c(C(=O)NNS(=O)(=O)c3cccc(C(F)(F)F)c3)s2)no1 | -22 | 37 | 91 | -3 | 0.4 | 6 | -12 | 0 | 97
Cn1c(=O)c(Oc2cc(Cl)cc(Cl)c2)nc2ccccc21 | -1 | -6 | 106 | 4 | -0.9 | 2 | -21 | 32 | 105
COC(=O)c1ccc2c(=O)[nH]c(CSc3nc(C)cs3)nc2c1 | -4 | 37 | 103 | -1 | -0.9 | -3 | -7 | -4 | 99
CCOC(=O)C1CCN(C(=O)Nc2ccc(NC(=O)C3CCN(C(=O)OCC)CC3)cc2)CC1 | -16 | 24 | 96 | 0 | 0.5 | -4 | -7 | -4 | 90
COc1ccc(OC)c(-c2csc3nnc(SCC(=O)Nc4ccc(NC(C)=O)cc4)n23)c1 | -23 | -16 | 80 | -17 | -0.6 | 4 | -7 | 7 | 70
Cc1nc2ccccc2n1CC(O)COC1CCCCC1 (stereo unspecified) | -6 | -1 | 101 | 3 | 3.7 | 0 | -7 | -2 | 98
O=C(Nc1ccccc1N1CCN(C(=O)c2ccc(Cl)cc2)CC1)c1ccc(Br)cc1 | -22 | 6 | 80 | -6 | 0.8 | -6 | -8 | 7 | 95
CCOC(=O)N1c2ccccc2Sc2ccccc21 | -11 | 45 | 87 | -9 | -2.4 | -4 | -14 | -16 | 100
Cc1ccc(C)c(NC(=O)CCCCCCCCCCC2COCCO2)c1 (stereo unspecified) | -6 | 4 | 102 | 8 | -0.9 | -12 | -4 | 30 | 97
O=C(NCc1ccco1)c1cccc(Nc2nc3ccc(Br)cc3[nH]2)c1 | 10 | 40 | 110 | 1 | 1.8 | 2 | -9 | 34 | 95
COc1ccc(-n2nc(C(=O)NCC(=O)N3CCCC3)c3ccccc3c2=O)cc1Cl | -17 | 52 | 104 | 3 | 0.7 | 4 | -21 | -3 | 104
Cc1cccc(NC(=O)c2cnc3scc(C)n3c2=O)c1 | -4 | 4 | 107 | 8 | -1.3 | -7 | -3 | 9 | 105
CC(C)CC(=O)N1CCN(C(=O)c2ccc(F)cc2)CC1 | -4 | -2 | 99 | 0 | 0.0 | 0 | -17 | -8 | 97
CCC(C)Nc1nc2ccccc2n2c(C)nnc12 (stereo unspecified) | -12 | -3 | 92 | -6 | -1.4 | -2 | -2 | 5 | 93
O=Cc1sc(Nc2ccccc2)nc1Cl | 3 | 23 | 41 | 29 | 1.4 | -4 | 6 | -18 | 92
O=C1c2ccccc2NC(c2ccccc2O)N1c1ccc(F)cc1 (stereo unspecified) | -5 | 27 | 92 | -5 | -0.6 | -5 | -13 | 2 | 96
Cc1ccc(CNC(=O)CN(C(=O)C2(C)CC(=O)N=C3C=CC=CN32)c2ccc(F)cc2)cc1 (stereo unspecified) | -15 | 35 | 100 | 2 | 0.7 | -5 | -11 | 2 | 102
O=C(CNc1ccccc1F)Nc1cccc2ccccc12 | -10 | 18 | 101 | -2 | -0.8 | 1 | 0 | 16 | 102
COCCNC(=O)CCCN1C(=O)c2ccccc2Sc2ncccc21 | -1 | 30 | 102 | -1 | 2.1 | -4 | -8 | 4 | 101
CN1CCN(c2c(/C=N/O)c3ccccc3n2C)CC1 | 2 | 20 | 111 | 6 | 1.7 | -7 | 0 | 13 | 103
Cc1ccc(C(=O)NCCNc2ccc([N+](=O)[O-])cc2C(F)(F)F)cc1 | 12 | 11 | 99 | -1 | -2.8 | 3 | 2 | 22 | 109
O=C(C1COc2ccccc2O1)N1CCN(S(=O)(=O)c2ccccc2)CC1 (stereo unspecified) | -27 | 48 | 106 | 3 | 2.0 | 7 | 14 | 19 | 105
CCO[C@@H]1OC(C(=O)N2CCN(Cc3ccccc3)CC2)=C[C@H](c2csc3ccccc23)[C@H]1CCCO | -37 | 16 | 101 | 3 | 0.9 | 7 | -15 | -8 | 103
COc1ccc(Cl)cc1NC(=O)Nc1cc(C)on1 | -2 | 25 | 100 | 2 | 0.2 | -5 | -5 | 20 | 98

Next section; it opens with the four that closed the last part.
SMILES | DNA FID counter | PHOSPHO1 block | MEKK2wt PB1 HTS | MEKK2mut PB1 HTS | OXTR ag | M18AAP inhibitor | GPR7 antag | NALP1 inh | MEKK3 PB1 HTS
Cc1ccc(C(=O)NCCNc2ccc([N+](=O)[O-])cc2C(F)(F)F)cc1 | 12 | 11 | 99 | -1 | -2.8 | 3 | 2 | 22 | 109
O=C(C1COc2ccccc2O1)N1CCN(S(=O)(=O)c2ccccc2)CC1 (stereo unspecified) | -27 | 48 | 106 | 3 | 2.0 | 7 | 14 | 19 | 105
CCO[C@@H]1OC(C(=O)N2CCN(Cc3ccccc3)CC2)=C[C@H](c2csc3ccccc23)[C@H]1CCCO | -37 | 16 | 101 | 3 | 0.9 | 7 | -15 | -8 | 103
COc1ccc(Cl)cc1NC(=O)Nc1cc(C)on1 | -2 | 25 | 100 | 2 | 0.2 | -5 | -5 | 20 | 98
Cn1c(=O)[nH]c(=O)c2c1nc(N1CCOCC1)n2CC(O)COc1ccccc1 (stereo unspecified) | -10 | 21 | · | · | 0.3 | -1 | -6 | -61 | ·
NS(=O)(=O)c1ccc(CCNCC(=O)NCc2ccccc2Cl)cc1 | -3 | 31 | 111 | 3 | -1.4 | -12 | -3 | 11 | 99
O=S1(=O)CCC(NC(=S)N2CCCCCC2)C1 (stereo unspecified) | -5 | -9 | 104 | 6 | -0.5 | 0 | 14 | 19 | 101
Cc1ccc(/C(N)=N/OC(=O)c2ccc(F)cc2)cc1 | -1 | 0 | 115 | 7 | 0.7 | 7 | -5 | 34 | 111
CSc1cccc(NC(=S)N2CCCN(Cc3ccccc3F)C2)c1 | 17 | 38 | 97 | -4 | 1.8 | -6 | -3 | -20 | 96
CCc1cccc(CC)c1NC(=O)COC(=O)c1ccccc1-c1nc2ccccc2s1 | -8 | 178* | 72 | -2 | -0.8 | 1 | 8 | · | 48*[inhibitor]
CC1SC(C)C(=O)N(CC(=O)Nc2ccc3c(c2)OCO3)C1=O (stereo unspecified) | 0 | 11 | 101 | -2 | 0.1 | 3 | -8 | 29 | 102
COC(=O)c1ccc(NC(=O)c2ccccc2)o1 | 0 | -14 | 95 | -7 | 1.2 | -3 | -14 | 15 | 95
COCCCNC(=S)NC1CC2CCC(C1)N2Cc1ccccc1 (stereo unspecified) | 13 | 24 | 108 | -7 | -0.5 | -9 | 4 | 7 | 102
